# Ba/F3 V617F tox: reduce viability of Ba/F3 cells dependent on JAK2V617F | Ba/F3 EpoR-JAK2V617F viability, ATP luminescence | inhibition, % at 5.6 µM | 220,000 tested, 1.1% active | AID 1446;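 active = inhibition above the campaign mean plus 3 SD over all tested compounds, cut at about 24% in these data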;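 note: cytokine-independent growth of Ba/F3 cells driven by EpoR plus mutant JAK2; 0% = DMSO-treated cells and 100% = JAK inhibitor I control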
# Wee1 degr inh: blocks degradation of human Wee1 kinase; P30291; HeLa Luc-Wee1K328M stability, luciferase luminescence; 100% = proteasome inhibitor MG132 effect; reporter increase, % at 5 µM; 220,000 tested, 1.2% active;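 active = activation above the mean of all tested compounds plus 3 SD, set per screening run, cut at about 8.8% in these data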;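 note: cells exposed to compound for 20 h before luminescence read; 0% = DMSO alone and 100% = MG132 at 30 µM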
# S1P4 antagonist: human S1P4 receptor antagonism; O95977; S1P4-expressing cells, antagonist mode, reporter read-out; inhibition, % at 4.98 µM; 220,000 tested, 0.26% active; in the data active = inhibition above about 29%;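 note: 0% = wells stimulated with agonist and 100% = vehicle wells without agonist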
# PERK inhibitor: inhibitors of human PERK kinase; Q9NZJ5; CHO PERK-DD fusion, SEAP luminescence translation reporter; inhibition, % at 5.6 µM; 220,000 tested, 0.17% active; AID 1416;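 active = inhibition above the mean inhibition of all tested compounds plus 3 SD, set separately per screening campaign, cut at about 2.9% in these data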;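 note: PERK kinase domain activated by AP20187 dimerizer at 100 nM; 0% = DMSO with dimerizer and 100% = rapamycin at 8.4 µM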
# BaF3 parental: parental Ba/F3 viability inhibition as JAK2V617F counter-screen; 220,000 tested, 1.1% active; inhibition, % at 5.6 µM; CellTiter-Glo ATP luminescence;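 active = inhibition above a per-campaign cutoff, the mean inhibition of all tested compounds plus 3 SD, cut at about 27% in these data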;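 note: 0% = DMSO wells and 100% = JAK Inhibitor I control wells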
# Mdm2 ligase inh: inhibitors of human Mdm2 E3 ubiquitin ligase; cell-based MDM2 ubiquitination luciferase reporter, 2 h; 0 = plate control, 100 = twice control, blank-subtracted; signal enhancement, % at 5 µM; 210,000 tested, 0.11% active;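 active = signal enhancement of 30% or more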;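 note: luminescence tracks abundance of the self-degrading MDM2-luciferase fusion protein; higher signal means inhibition of MDM2 E3 ligase activity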
# Target sequence (Q00987 whole entry, looked up, the tested form may be a part): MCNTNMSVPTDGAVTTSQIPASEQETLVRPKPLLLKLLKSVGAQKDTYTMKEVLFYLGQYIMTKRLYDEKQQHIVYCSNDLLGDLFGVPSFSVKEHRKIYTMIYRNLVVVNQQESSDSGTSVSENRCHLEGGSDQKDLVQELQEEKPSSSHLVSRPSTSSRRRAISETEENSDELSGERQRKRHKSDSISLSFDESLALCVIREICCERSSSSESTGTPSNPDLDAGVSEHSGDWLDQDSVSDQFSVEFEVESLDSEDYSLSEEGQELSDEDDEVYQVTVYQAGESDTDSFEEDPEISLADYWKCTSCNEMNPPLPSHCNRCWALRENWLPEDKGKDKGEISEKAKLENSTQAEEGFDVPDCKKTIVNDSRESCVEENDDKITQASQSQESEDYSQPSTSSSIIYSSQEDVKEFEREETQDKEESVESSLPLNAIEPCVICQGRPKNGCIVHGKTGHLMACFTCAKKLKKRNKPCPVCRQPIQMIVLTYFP
#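 System: stable MDM2–luciferase fusion reporter cells / Input: 2000 cells seeded into each well / Schedule: 4 h settle plus 2 h compound, 37 °C / Compound: single-point 5 µM / Buffer or medium: cells held in DMEM / Benchmarks: control and blank well means / Evaluation: percent signal gain over controls, blank-subtracted / Measured by: luciferase luminescence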
# NPY2 pot ag: potentiates or activates human NPY-Y2 receptor. cells expressing NPY-Y2, potentiator/agonist read-out. activation, % at 3.6 µM. 220,000 tested, 0.45% active. AID 1359; in the data active = activation above about 27%;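 note: cells stimulated with NPY near EC25 plus isoproterenol at EC100; 0% = vehicle plus submaximal agonist and 100% = vehicle plus saturating agonist; some results beyond the cut were filed as inactive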
# Target sequence (P49146 whole entry, looked up): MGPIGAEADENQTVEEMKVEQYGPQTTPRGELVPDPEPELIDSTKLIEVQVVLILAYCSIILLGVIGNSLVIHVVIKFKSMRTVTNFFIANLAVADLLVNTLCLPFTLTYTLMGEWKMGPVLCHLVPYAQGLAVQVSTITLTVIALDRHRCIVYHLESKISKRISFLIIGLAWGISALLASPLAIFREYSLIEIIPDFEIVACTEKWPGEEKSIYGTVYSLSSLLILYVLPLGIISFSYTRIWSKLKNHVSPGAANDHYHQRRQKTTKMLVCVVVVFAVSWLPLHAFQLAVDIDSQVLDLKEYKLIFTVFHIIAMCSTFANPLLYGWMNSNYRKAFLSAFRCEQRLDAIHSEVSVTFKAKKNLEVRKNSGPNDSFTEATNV
# S1P4 agonist: human S1P4 receptor agonism; O95977; S1P4-expressing cell line, agonist reporter assay; activation, % at 4.98 µM; 220,000 tested, 0.35% active; AID 1509; in the data active = activation above about 11%;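 note: 0% = DMSO vehicle and 100% = reference agonist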
# eIF4E 4G PPI: eIF4E/eIF4G interaction inhibition in translation initiation; P63073+Q04637; TR-FRET eIF4E-eIF4GI(517-606) binding, 2 h; inhibition, % at 21.7 µM; 220,000 tested, 0.37% active;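 active = inhibition above about 30%, limit read from the data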;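 note: 0% = full FRET control wells and 100% = background wells lacking eIF4GI fragment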
# * hit, by the source's call; x = not tested or not shown; [ ] = dose if it differs, or a comment.
# Values run as follows: Ba/F3 V617F tox	Wee1 degr inh	S1P4 antagonist	PERK inhibitor	BaF3 parental	Mdm2 ligase inh	NPY2 pot ag	S1P4 agonist	eIF4E 4G PPI
- CCc1ccccc1NC(=O)c1ccc(NS(C)(=O)=O)cc1
    0	-1	13	1.0	7	-5	-5	1.1	3
- COC(=O)[C@H](Cc1ccccc1)NC(=O)N1CCCCC1C (some centres undefined)
    -1	4	-19	-1.3	4	3	2	0.4	-3
- Cc1ccc(S(=O)(=O)/N=C(\Nc2cccc(C)c2)Nc2nc(C)cc(C)n2)cc1
    4	0	4	0.5	5	-5	13	0.0	4
- COc1ccc2[nH]cc(CCNC(=O)c3ccc([N+](=O)[O-])cc3)c2c1
    -1	-1	3	1.8	10	-9	-6	0.0	0
- O=C(Nc1ccc2c(c1)OCCO2)c1cccc(S(=O)(=O)N2CCCCC2)c1
    4	2	-4	-0.2	6	-12	-1	3.9	-4
- Cc1ccc(S(=O)(=O)NCCc2nnc3ccc(SCC(=O)Nc4nc5ccccc5s4)nn23)cc1
    4	2	-9	0.6	14	-18	-1	-0.6	-28
- O=C(NN=C1CCCCCCC1)C(=O)NC1CCCCC1
    1	-1	8	0.7	3	-3	3	-1.4	1[fluorescence artefact?]
- COc1ccc(OC)c(NC(=O)CSc2nc3ccccc3cc2Cc2ccccc2)c1
    -4	0	3	2.9*	3	-23	-9	-0.8	-7
- O=C(NCc1ccccc1)c1ccc(S(=O)(=O)N2CCCC2)cc1
    -3	-1	-3	-0.8	0	-11	-3	-2.4	1
- COc1ccc2c(c1OC)C(=O)N(c1ccc3c(c1)CCC3)C2=O
    -1	4	-7	1.4	1	10	14	0.3	0
- Cc1ccc(S(=O)(=O)N2CCC(C(=O)O)CC2)cc1C(=O)O
    -6	4	-10	0.8	4	-7	6	0.6	0[fluorescence artefact?]
- O=C(c1cccc(S(=O)(=O)N2CCCC2)c1)c1cccc(S(=O)(=O)N2CCCC2)c1
    2	0	-2	-0.2	6	-9	-15	0.4	1
- CC1(C)NC(=O)N(CCCCOc2ccc(Br)cc2Cl)C1=O
    2	-4	-4	-0.6	3	-6	18	1.7	-1
- CC(=C/c1ccc(C(C)C)cc1)/C=N/NC(=O)c1ccncc1
    4	-1	-24	0.5	11	-14	7	0.9	5
- O=C(NCn1ccc(=O)[nH]c1=S)c1ccccc1
    0	-2	12	0.5	2	-11	-21	-3.7	2
- CCN(CC)S(=O)(=O)c1ccc(-c2nnc(SCC(=O)Nc3ccc4c(c3)OCO4)o2)cc1
    -3	2	12	1.1	4	0	22	0.1	-6
- CCOC(=O)c1csc(NC(=O)CSc2nnnn2-c2ccc(OC)cc2)n1
    0	5	-11	0.9	2	-11	6	4.1	3[fluorescence artefact?]
- CCCOc1ccc(C(=O)c2nc3c(n2O)CCCCC3)cc1
    1	5	-7	-1.7	4	1	-11	1.7	3
- O=S(=O)(NCc1cccnc1)c1ccc(Cl)s1
    4	2	6	0.2	1	10	-18	-0.5	-6
- CC(=O)N/N=c1\sc2ccccc2n1C
    -2	4	2	1.3	4	-3	3	1.3	-1
- CN(C)c1nc(-c2ccccc2)c2cnn(Cc3ccccc3)c2n1
    -5	-2	-5	1.4	-4	-1	-14	3.2	x
- COc1ccc(NC(=O)C23CC4CC(C2)CC(n2cnc(Br)n2)(C4)C3)c(OC)c1
    -3	-1	2	-2.0	1	-12	-3	-0.7	7
- Cc1ccc(NC(=O)CCSc2ccccn2)cc1
    6	1	-17	1.0	6	9	10	0.4	-11
- O=C(NC(=S)Nc1ccc2oc(=O)ccc2c1)c1cc2ccccc2o1
    -2	-3	-3	1.1	3	-1	-23	-0.3	-6
- CN(CC(CC(=O)O)c1ccccc1)S(=O)(=O)c1ccc(Br)cc1 (centres undefined)
    -2	-2	-13	1.2	8	-4	-11	0.1	-3[fluorescence artefact?]
- CCNC(=S)NNC(=O)c1ccccc1OC(F)F
    -7	5	-14	1.3	1	-1	2	0.4	-4
- Cc1ccc(NC(=O)c2cc(-c3cccc(O)c3)on2)cc1C
    -1	-2	0	1.5	3	-12	-13	1.2	0
- COc1ccc(-c2[nH]ncc2N=Nc2cc(C)cc(C)c2)cc1
    5	-4	-24	-0.1	7	-5	10	0.9	1
- Cc1ccc(S(=O)(=O)NC(CC(=O)O)c2ccccc2)cc1 (centres undefined)
    2	-1	-11	1.5	5	-1	-27	1.4	4
- C=CCn1cccc(C(=O)Nc2cc(OC)ccc2OC)c1=O
    0	1	-10	0.5	4	4	-1	0.7	-5

# Entries listed so far containing a COOH group:
# Values run as follows: Ba/F3 V617F tox	Wee1 degr inh	S1P4 antagonist	PERK inhibitor	BaF3 parental	Mdm2 ligase inh	NPY2 pot ag	S1P4 agonist	eIF4E 4G PPI
- Cc1ccc(S(=O)(=O)N2CCC(C(=O)O)CC2)cc1C(=O)O
    -6	4	-10	0.8	4	-7	6	0.6	0[fluorescence artefact?]
- CN(CC(CC(=O)O)c1ccccc1)S(=O)(=O)c1ccc(Br)cc1 (centres undefined)
    -2	-2	-13	1.2	8	-4	-11	0.1	-3[fluorescence artefact?]
- Cc1ccc(S(=O)(=O)NC(CC(=O)O)c2ccccc2)cc1 (centres undefined)
    2	-1	-11	1.5	5	-1	-27	1.4	4

# Entries above marked active in PERK inhibitor:
SMILES	Wee1 degr inh	S1P4 antagonist	PERK inhibitor	NPY2 pot ag	S1P4 agonist	eIF4E 4G PPI
COc1ccc(OC)c(NC(=O)CSc2nc3ccccc3cc2Cc2ccccc2)c1	0	3	2.9*	-9	-0.8	-7

# Additional compounds.
# Values run as follows: Ba/F3 V617F tox	Wee1 degr inh	S1P4 antagonist	PERK inhibitor	BaF3 parental	Mdm2 ligase inh	NPY2 pot ag	S1P4 agonist	eIF4E 4G PPI
- CCOc1ccc(C2C=C(c3ccc(F)cc3)Nc3ncnn32)cc1 (centres undefined)
    -6	0	-7	0.0	0	2	-7	0.1	2
- Cc1ccc(-c2cc(-c3ccccc3Cl)c(C#N)c(N)n2)o1
    2	-4	-5	0.7	0	-6	-14	-0.5	2
- O=C(O)Cn1cc(/C=N/NC(=O)c2cc3cc(Br)ccc3o2)c2ccccc21
    -1	-1	-1	1.3	0	-3	-24	-0.8	-3
- C=CCn1c(-c2ccccc2)n[nH]c1=S
    -4	0	-15	1.2	1	-20	13	0.1	-5
- COC(=O)[C@H](C)NC(=O)NCc1ccc(S(N)(=O)=O)cc1
    1	5	13	0.9	-2	-14	12	-1.5	-7
- COc1ccc(-c2cc(C)nc3c(-c4ccccc4)cnn23)cc1
    3	6	3	0.1	7	x	3	-1.6	1
- CC(C(=O)N=c1sc2ccccc2n1C)N1C(=O)C2CC=CCC2C1=O (centres undefined)
    -2	2	-17	-1.1	18	-8	-11	-2.5	-4
- COc1cc(C=O)ccc1OCc1c(C)noc1C
    4	1	24	0.4	4	-24	-7	1.0	0[fluorescence artefact?]
- OC(CN1CCN(c2ccccc2)CC1)Cn1c2ccccc2c2ccccc21 (centres undefined)
    -4	2	2	-0.4	4	-38	2	-0.5	3
- CCC1(C)CC(C(CC(=O)O)c2ccc(C)cc2)CCO1 (centres undefined)
    1	2	3	-0.1	5	2	4	-1.3	-2[fluorescence artefact?]
- O=C(CSc1nnnn1C1CCCCC1)N1CCN(C(=O)c2ccco2)CC1
    0	-3	-12	0.0	6	-2	8	1.5	-4
- CC(C)(C)NS(=O)(=O)c1ccc2c(c1)oc(=O)c1cc(S(=O)(=O)NC(C)(C)C)ccc12
    1	3	-11	0.6	5	-4	5	-0.3	x
- CC(C)CCNc1nc(N)c([N+](=O)[O-])c(NCCO)n1
    7	-2	-8	-0.8	-5	-13	1	-0.8	-1
- CCCNC(=O)c1ccc2c(c1)ncn2-c1cc(C)cc(C)c1
    2	0	-1	0.1	8	-8	-23	1.1	0
- CCNC(=S)NNC(=O)c1cc(-c2cc(C)ccc2C)nc2ccccc12
    -2	-3	3	-0.4	8	-10	-7	0.7	x
- COCCN(CC(=O)NCc1ccc(OC)cc1)C(=O)CCC(=O)Nc1nccs1
    -1	2	-12	0.1	0	-5	-9	-1.5	-4
- COc1cccc(/C=N/NC(=O)CC(=O)NCCc2ccccc2)c1OC
    -4	-2	-2	0.5	1	5	0	0.8	-2
- CCc1cccc(CC)c1NC(=O)COC(=O)CCc1cc(OC)c(OC)c(OC)c1
    -1	0	-16	1.6	7	-7	5	-0.9	-3
- COc1ccc(-c2nnn(CC(=O)N(CCO)C(C(=O)NC3CCCC3)c3ccncc3)n2)cc1 (centres undefined)
    -1	4	-23	0.5	7	14	5	76*	0
- O=c1oc2ccccc2n1CCCOc1ccccc1
    -1	3	-2	0.1	0	0	-4	-0.4	-2
- NNC(=O)c1ccc(CSc2cccc3cccnc23)cc1
    1	2	-8	0.0	2	-8	-1	3.1	0
- COc1cc(CCC(=O)OCC(=O)NC2CCCC(C)C2C)cc(OC)c1OC (centres undefined)
    6	-1	11	1.3	12	-5	11	0.7	4
- COCCNC(=O)C(c1cccs1)N(CCc1ccccc1)C(=O)Cn1nnc2ccccc21 (centres undefined)
    4	1	-17	-1.0	2	-22	-16	2.3	8
- O=C(COC(=O)c1cccc(S(=O)(=O)NCc2ccccc2)c1)c1ccc2c(c1)OCCO2
    -2	-2	-18	0.1	6	-15	3	-0.5	-4
- COc1ccc(OC)c2c1sc(=NC(=O)c1ccco1)n2C
    -1	0	-7	-0.6	-4	-5	-38	-1.0	-7
- O=[N+]([O-])c1cc(Br)c(O)c(/C=N/Nc2nnnn2-c2cccc3ccccc23)c1
    -5	1	-7	0.9	-1	2	5	1.4	44*[fluorescence artefact?]
- COC(=O)c1ccc(=O)n(Cc2ccco2)c1
    -4	-2	-19	0.7	5	-14	-1	0.1	-2
- Cc1ccc(C)c(S(=O)(=O)N2CCN(CC(=O)Nc3sccc3C#N)CC2)c1
    4	14*	-21	-1.2	9	-5	-6	-1.3	-1[fluorescence artefact?]

# Rewritten as labelled records: 3 of the compounds above.
CCNC(=S)NNC(=O)c1cc(-c2cc(C)ccc2C)nc2ccccc12
  Ba/F3 V617F tox: -2
  Wee1 degr inh: -3
  S1P4 antagonist: 3
  PERK inhibitor: -0.4
  BaF3 parental: 8
  Mdm2 ligase inh: -10
  NPY2 pot ag: -7
  S1P4 agonist: 0.7
  eIF4E 4G PPI: x
COCCN(CC(=O)NCc1ccc(OC)cc1)C(=O)CCC(=O)Nc1nccs1
  Ba/F3 V617F tox: -1
  Wee1 degr inh: 2
  S1P4 antagonist: -12
  PERK inhibitor: 0.1
  BaF3 parental: 0
  Mdm2 ligase inh: -5
  NPY2 pot ag: -9
  S1P4 agonist: -1.5
  eIF4E 4G PPI: -4
COc1cccc(/C=N/NC(=O)CC(=O)NCCc2ccccc2)c1OC
  Ba/F3 V617F tox: -4
  Wee1 degr inh: -2
  S1P4 antagonist: -2
  PERK inhibitor: 0.5
  BaF3 parental: 1
  Mdm2 ligase inh: 5
  NPY2 pot ag: 0
  S1P4 agonist: 0.8
  eIF4E 4G PPI: -2

# Part of the list above, showing only Mdm2 ligase inh and eIF4E 4G PPI.
SMILES | Mdm2 ligase inh | eIF4E 4G PPI
COC(=O)[C@H](C)NC(=O)NCc1ccc(S(N)(=O)=O)cc1 | -14 | -7
COc1cc(C=O)ccc1OCc1c(C)noc1C | -24 | 0[fluorescence artefact?]
